# Bioassay records from PubChem BioAssay.
# Keap1-Nrf2 PPI – disrupts human Keap1 binding to Nrf2 peptide; hit rate 0.15% among 340,000; Q14145; Keap1 Kelch-Nrf2 peptide fluorescence polarization, 1536-well; inhibition, % at 9.4 µM; in the data active means inhibition above about 12%;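 further: human Keap1 Kelch domain with fluorescein labeled Nrf2 9mer peptide probe; 0% = neutral control wells and 100% = peptide positive control; higher means more block of Keap1 binding to Nrf2 peptide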
# Target sequence (Q14145 whole entry, looked up, the tested form may be a part): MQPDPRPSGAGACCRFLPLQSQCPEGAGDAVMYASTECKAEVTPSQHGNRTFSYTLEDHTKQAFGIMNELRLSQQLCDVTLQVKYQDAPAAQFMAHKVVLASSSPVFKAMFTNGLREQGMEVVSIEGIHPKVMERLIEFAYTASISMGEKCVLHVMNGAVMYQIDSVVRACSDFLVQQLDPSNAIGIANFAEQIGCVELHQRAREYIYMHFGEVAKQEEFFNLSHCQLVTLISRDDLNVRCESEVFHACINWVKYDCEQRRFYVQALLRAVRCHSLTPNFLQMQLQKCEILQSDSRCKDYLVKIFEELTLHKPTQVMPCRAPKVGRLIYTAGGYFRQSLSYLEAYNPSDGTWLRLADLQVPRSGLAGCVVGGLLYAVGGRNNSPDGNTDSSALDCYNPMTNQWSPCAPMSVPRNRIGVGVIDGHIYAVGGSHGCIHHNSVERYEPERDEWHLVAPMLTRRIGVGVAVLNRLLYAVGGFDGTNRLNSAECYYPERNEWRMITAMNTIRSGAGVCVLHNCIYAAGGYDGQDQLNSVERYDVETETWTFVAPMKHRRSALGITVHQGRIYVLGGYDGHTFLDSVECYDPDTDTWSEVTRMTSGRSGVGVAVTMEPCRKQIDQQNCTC
# CAL PDZ FP-1 – human CAL PDZ-peptide interaction inhibition | Q9HD26 | purified CAL PDZ, TMR-peptide fluorescence polarization, 1 h | inhibition, % at 20 µM | hit rate 0.02% among 330,000 | AID 504414;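 active means highest replicate inhibition of at least 40%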;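 further: plate controls were DMSO neutral control wells for no effect and unlabeled competitor peptide control wells for full effect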
#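 Assay system – tagged CAL PDZ protein CerCALP, purified · Timing – 1 h at RT · Compound – single point, 20 µM · Measured by – fluorescence polarization from S- and P-plane intensities, G-factor corrected · Evaluation – inhibition from polarization loss · Probe or stimulus – TMR reporter peptide T*-PRC34 · Buffer or medium – pH 7.4 phosphate-saline buffer, reducing agent, detergent, IgG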
# Rtt109 HAT inh – inhibitors of Candida albicans Rtt109/Vps75 histone acetyltransferase; purified Rtt109/Vps75, ThioGlo CoA-SH fluorescence, 4 h; inhibition, % at 34.9 µM; hit rate 0.16% among 330,000;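 active means inhibition of at least 50% in every replicate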
# cardiac RTF act – cardiac RTF calcium sensitization | AID 493008 | activation, % at 7.2 µM | hit rate 0.24% among 340,000 | IANBD-labeled TnC RTF fluorescence at EC20 calcium; 0% EC20 calcium, 100% full calcium | P19429+P45379;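 active means activation above the mean over all tested compounds plus 3 SD, cut at about 30% in these data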;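 further: rise in fluorescence read as greater calcium sensitivity of cardiac thin filaments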
# PKA-R2B act – activators of human PKA-R2B complex | P22694+P31323 | AID 504700 | hit rate 0.079% among 340,000 | PKA-R2B holoenzyme dissociation, Cy5-IP20 fluorescence polarization; R2B truncated from residue 108, S112A mutant; 0% DMSO only, 100% 113 µM cGMP | activation, % at 11.4 µM;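 active means activation above a cutoff set at the mean over all compounds plus 3 SD, cut at about 18% in these data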;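 further: higher means more holoenzyme dissociation and a rise in polarization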
# Target sequence (P31323 whole entry, looked up, other chains not shown, the tested form may be a part): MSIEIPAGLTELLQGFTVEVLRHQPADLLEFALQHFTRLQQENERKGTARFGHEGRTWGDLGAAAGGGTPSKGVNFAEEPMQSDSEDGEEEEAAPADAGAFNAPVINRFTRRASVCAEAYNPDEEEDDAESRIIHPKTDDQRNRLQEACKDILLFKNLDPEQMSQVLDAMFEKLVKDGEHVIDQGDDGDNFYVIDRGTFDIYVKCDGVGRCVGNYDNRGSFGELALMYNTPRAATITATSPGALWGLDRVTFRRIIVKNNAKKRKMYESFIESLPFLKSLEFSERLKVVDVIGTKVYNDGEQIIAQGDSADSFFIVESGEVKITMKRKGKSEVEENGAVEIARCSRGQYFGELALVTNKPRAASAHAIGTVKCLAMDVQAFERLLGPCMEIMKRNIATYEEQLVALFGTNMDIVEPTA
# SR-BI DiI-HDL act – SR-BI HDL lipid transfer activation; CHO ldlA[mSR-BI] cells, DiI-HDL uptake fluorescence, 3 h; 100 = double the neutral-control signal; activation, % at 12.5 µM; hit rate 0.096% among 320,000; AID 504775;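 active means mean replicate activation of at least 60% and every replicate at or above 60%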;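 further: 0% = median plate neutral-control signal and 100% = twice that signal; values of inactives mirror those of a sister screen read the other way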
#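 System: CHO ldlA[mSR-BI] cells / Medium: HEPES-buffered (25 mM, pH 7.4) F12 plus 0.5% BSA / Probe or stimulus: labelled HDL, 10 µg/mL / Doses: single compound concentration, delivered by pin transfer / Schedule: 3 h, 37 °C / Measured by: DiI fluorescence, bottom read / Measure: cell-associated DiI fluorescence as measure of HDL uptake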
# Cardiac RTF inh – cardiac RTF calcium desensitization; inhibition, % at 7.15 µM; IANBD-labeled cardiac RTF, Ca2+ fluorescence; P19429+P45379; AID 493244; hit rate 0.12% among 340,000;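 active means inhibition above the mean inhibition of all tested compounds plus 3 SD, cut at about 17% in these data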;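 further: assay run at fixed EC70 calcium of 1.6 mM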
# CAL PDZ FP-2 – CAL PDZ (human) peptide binding inhibition | inhibition, % at 24.9 µM | AID 602252 | purified CAL PDZ, TMR-peptide fluorescence polarization, 1 h | hit rate 0.92% among 300,000 | Q9HD26;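 active means mean inhibition of at least 30% with at least half of replicates also reaching 30%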;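 further: 0% = DMSO neutral control and 100% = excess unlabeled competitor peptide PRC23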
# LANA DNA inh – KSHV C-LANA DNA binding inhibition | MBP-C-LANA/FAM-LBS DNA binding, fluorescence polarization | inhibition, % at 9 µM | hit rate 0.078% among 340,000 | AID 504423;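 active means highest replicate inhibition at or above 60% at 9 µM, even if other replicates fall short; inactive means all replicates below 60% inhibition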;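 further: 0% = neutral control wells and 100% = 4 µM acridine orange control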
# DAGLB inh – diacylglycerol lipase beta (human) inhibition | Q8NCG7 | HEK293T DAGLB membrane lysate, EnzChek fluorogenic substrate | inhibition, % at 5.17 µM | hit rate 0.059% among 340,000 | AID 504411; in the data active means inhibition above about 34%;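 further: 0% = enzyme with vehicle and 100% = wells lacking enzyme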
# An asterisk follows results filed as active; nt = no result given.
no.	structure	Keap1-Nrf2 PPI	CAL PDZ FP-1	Rtt109 HAT inh	cardiac RTF act	PKA-R2B act	SR-BI DiI-HDL act	Cardiac RTF inh	CAL PDZ FP-2	LANA DNA inh	DAGLB inh
1	COc1ccc(C(=O)N/C(=C\c2ccc3c(c2)OCO3)C(=O)Nc2cccc(C(=O)O)c2)cc1	0	-1.0	2	-5	0	7	-3	nt	0.6	2
2	COc1ccc2c(c1)C(C)CC(C)(C)N2C(=O)CSc1nc2ccccc2s1 (stereo not drawn)	1	-1.2	-8	-9	-2	-13	-17	-2	1.1	-12
3	COc1ccc(NC(=O)c2cnc(SC)nc2)cc1	0	-1.0	4	-9	-1	17	0	-2	1.0	-1
4	Cc1ccc2cc(CN(CC(C)C)S(=O)(=O)c3cccc4nonc34)c(=O)[nH]c2c1	1	-1.3	-9	3	-11	-17	-7	nt	0.2	0
5	C/C(=N\NC(=O)c1ccncc1)c1cccc(NC(=O)c2ccc(Cl)s2)c1	0	-3.7	3	-1	0	-45	-10	-5	1.1	-3
6	CCOC(=O)C1(CCOc2ccccc2)CCN(C(=O)c2cncs2)CC1	2	-0.2	6	4	-9	7	8	-3	-1.4	-2
7	COCC(=O)NC(c1ccccc1)c1ccccc1	1	-1.7	-10	7	-13	19	7	1	-0.7	3
8	CCn1c(/C=C/c2ccccc2)nc2ccccc2c1=O	-2	-2.1	5	-5	-9	-26	8	-3	0.5	-6
9	Cc1nc(Cl)c(C(=O)NCCC(C)C)c(C)c1[N+](=O)[O-]	-2	-0.8	0	-6	0	30	-2	-3	-1.1	-3
10	Nc1cc(N)nc(SCc2nnnn2-c2ccc(Cl)cc2)n1	-1	0.3	0	-4	2	7	1	0	-1.2	-2
11	C=CCn1c(COc2cccc(C)c2)nnc1SCC(=O)c1c(N)n(C)c(=O)n(C)c1=O	-3	-1.4	-10	2	6	nt	-16	-1	-0.3	0
12	CN(Cc1ccccc1)C(=O)c1nc2ccccn2c1CNCCn1cccn1	5	-2.9	nt	-9	-8	1	-4	-1	-4.3	1
13	CCN(CC)S(=O)(=O)c1ccc(C(=O)Nc2ccc3c(c2)OCO3)cc1	-2	0.1	2	3	5	-37	-4	-2	0.5	-1
14	CC(C)OCCCNC(=O)C1CCC(CNS(=O)(=O)c2cccc3nsnc23)CC1 (stereo not drawn)	-2	-0.5	-11	-4	6	0	-6	nt	0.5	1
15	Cc1cccc(C)c1NC(=O)CN(C)C(=O)c1cc(S(=O)(=O)N2CCOCC2)ccc1N1CCCC1	-3	-3.5	0	-3	1	-31	-12	-4	-1.7	4
16	CCCCCn1c(=O)[nH]c2cc(C(=O)NCCN3C(C)CCCC3C)ccc2c1=O (stereo not drawn)	-3	-1.4	4	-2	-20	nt	9	-5	0.4	4
17	CCOc1cc(C(=O)OCC(=O)Nc2ccc(Cl)cn2)ccc1OCC(=O)N1CCOCC1	4	-0.7	3	3	-5	-17	-15	4	-0.3	-1
18	Cc1ccc(-c2nnn(CC(=O)N(CC(=O)NC(C)C)c3cnc4ccccc4c3)n2)o1	-5	-0.3	2	1	7	8	-9	-2	1.2	1
19	Cc1ccc(S(=O)(=O)N2CCCCC2C(=O)Nc2ccc(N(C)C)cc2)cc1 (stereo not drawn)	-3	0.0	-2	2	-5	-25	2	4	-1.7	1
20	COc1ccc(-c2csc(NC(=S)NC(=O)c3ccc(S(=O)(=O)N(C)C)cc3)n2)cc1OC	-4	-3.5	-12	1	3	-44	-8	-6	-0.2	3
21	COc1cc(C(=O)N2CCN(Cc3ccccc3C(F)(F)F)CC2)cc(OC)c1OC	-4	-2.5	14	1	-8	-7	-2	-6	-1.5	-2
22	CNC(=O)Cc1csc2ccc(C)cc12	-4	-0.8	-16	-5	3	11	2	nt	2.0	1
23	CC(C)(C)n1nc2c(c1NC(=O)c1cccc(Cl)c1)CS(=O)(=O)C2	-1	-1.4	5	3	2	nt	-7	2	0.1	2
24	O=C(NCCCNC(=O)c1cc(Cl)ccc1Cl)c1cnccn1	-6	-1.7	-2	-2	4	nt	-1	nt	1.2	1
25	CC(=O)Nc1nnc(Cc2ccccc2)s1	1	-2.7	25	-1	-2	8	-5	-1	-1.2	-2
26	COc1ccc(C2=Nn3c(nnc3-c3ccccc3Cl)SC2)cc1OCC1CC1	-5	-3.5	0	9	5	-7	2	-5	1.6	-1
27	N#CCCN1CCN(CCC#N)CC1	2	-0.5	0	-5	0	15	-4	2	1.4	1
28	O=c1c(Cl)c(NCc2ccc(F)cc2Cl)cnn1C12CC3CC(CC(C3)C1)C2	0	-1.4	0	2	14	-58	-5	1	-0.6	0
29	Cc1ccc2occ(/C=N/NC(=O)c3ccc(O)cc3)c(=O)c2c1	3	-6.7	3	11	12	19	-12	-3	-2.2	6
30	COC(=O)c1ccc(/C=N/NC(=O)CC(=O)NCc2cccnc2)cc1	-2	0.3	6	nt	nt	7	nt	3	-0.3	nt
31	COc1cc(C(F)(F)F)c(C(=O)NCc2cccc(Cl)c2)cn1	-5	-0.9	3	0	3	14	-5	-3	-0.3	0
32	C/C(CCc1ccc2c(c1)OCO2)=N\N=C1\NC(=O)CC(C(=O)Nc2ccccc2F)S1 (stereo not drawn)	4	-2.4	12	-6	-5	-73	-1	0	-0.4	4
33	N#Cc1ccc(C23CC4(C2)[C@H](CN(Cc2ccc(C(F)(F)F)cc2)[C@@H]4c2ccccc2)C3c2ccccc2)cc1 (stereo partly drawn)	-5	0.5	-1	2	4	-4	-7	-4	-0.6	-4
34	CCC(=O)C1CCCN(C(=O)CCc2nnc(C3(c4ccc(Cl)cc4)CCC3)o2)C1 (stereo not drawn)	3	1.2	6	-3	6	-2	5	4	-0.2	3
35	N#Cc1ccc(CSc2nnc(NC(=O)c3ccc4ncsc4c3)s2)cc1	4	nt	-4	6	-2	-13	-7	-1	1.2	10
36	N#C/C(=N\Nc1ccccc1Cl)C(=O)c1ccccc1	1	1.1	1	1	-20	14	3	-1	0.6	11
37	Cn1c(O)c(C=Nc2ccc(Br)cc2)sc1=O	-4	-0.3	1	8	-1	-18	-8	5	0.8	2
38	CCOC(=O)C1(S(=O)(=O)c2ccc(Cl)cc2)CCN(Cc2ccccc2)CC1	-10	0.1	6	-2	-2	-13	-2	nt	0.9	-12
39	O=C1CC2(CCN(C(=O)c3ccccc3[N+](=O)[O-])CC2)Oc2ccccc21	1	-0.9	-7	0	-4	13	-7	6	0.6	-1
40	CCn1ncc(Br)c1C(=O)Nc1ccc(C(C)C)cc1	-1	-0.6	4	-9	-7	-23	0	-6	-2.1	-10
41	Clc1ccc2nc(-c3ccccn3)c(Nc3ccc4c(c3)OCO4)n2c1	8	0.9	3	-5	-4	-28	-1	2	-0.6	2
42	Cn1c(=O)[nH]c(=O)c2c1nc(CN1CCN(c3cccc(Cl)c3)CC1)n2CCc1ccccc1	-1	-3.2	29	1	-2	17	0	1	-0.5	3
43	Cc1c(CC(=O)O)c(=O)oc2cc3c(cc12)CCC(C)(C)O3	-3	0.0	-2	-7	-3	nt	-4	1	-3.3	-2
44	CC(Oc1ccccc1)C(=O)NC1CCN(Cc2ccccc2)CC1 (stereo not drawn)	0	-1.2	nt	0	-4	-5	-11	-4	0.6	0
45	C[C@H](NS(=O)(=O)OCC(Cl)(Cl)Cl)C1CC1c1ccccc1 (stereo partly drawn)	0	0.1	14	-14	-13	3	-20	3	2.8	-3
46	CSCCC(NC(N)=O)C(=O)NCc1cccc(Cl)c1 (stereo not drawn)	0	-2.1	3	8	5	10	-7	6	1.0	0
47	COc1ccc(/C=N/N2CCN(Cc3ccc(C)cc3)CC2)cc1Br	-3	7.0	3	0	-6	-14	-6	72*	4.5	-8
48	COc1ccc2cc(CCNC(=O)CC(C)(C)C)c(=O)[nH]c2c1	-1	-1.8	21	1	0	26	-6	3	0.7	1
49	CCCC(=O)c1ccc(N2CCN(C(=O)c3ccc(Br)cc3)CC2)c(F)c1	-2	-3.6	20	7	-8	-18	-5	-1	2.7	0
50	C#Cc1ccc(C(=O)Nc2ccc(N3CCC(C)CC3)c(C(N)=O)c2)cc1	0	-0.4	-5	-4	-5	-69	-2	nt	-0.3	0
51	O=C(N=C1SC2CS(=O)(=O)CC2N1c1cccc(Cl)c1Cl)C1CCCO1 (stereo not drawn)	5	-1.4	-8	-3	-9	15	-12	-5	-1.5	3
52	C=CCOCCN(C)C1=NS(=O)(=O)c2cc([N+](=O)[O-])ccc21	-3	0.3	-24	3	3	22	7	1	0.9	1
53	CN1CCN(c2ccc(S(=O)(=O)N3CCCCC3)cn2)CC1	3	-0.3	-4	0	-4	6	-5	0	-0.6	-1
54	CCOc1ccc(CC(=O)N2CCN=C2SCc2ccc([N+](=O)[O-])cc2)cc1	-7	-0.7	-10	6	-7	-5	-2	-5	-0.8	-1
55	COc1ccc(C(CNC(=O)CCC(=O)c2ccc(C)s2)N2CCOCC2)cc1 (stereo not drawn)	-4	-1.5	-1	-1	-2	-13	-1	-1	1.0	2
56	CN(Cc1cccc(Cl)c1)C(=O)C1CCN(C(=O)Nc2ccccc2)CC1	-1	-2.2	-1	3	-5	-44	0	-5	1.0	-1
57	O=S(=O)(NC1CCCCC1N1CCN(c2ccccc2F)CC1)c1ccccc1 (stereo not drawn)	1	-2.3	10	-7	-5	1	-8	11	0.9	-11
58	O=C(NCCCN1CCN(Cc2ccccc2)CC1)C1CCN(S(=O)(=O)N2CCC3(CC2)OCCO3)CC1	-3	-2.5	-3	-6	13	-15	18*	-3	-1.7	-1
59	CCCC(=O)Nc1c(-c2ccccc2)c(=O)c(C)nn1-c1ccc(Cl)cc1	3	-2.4	-3	-2	-9	37	9	-6	-0.4	4
60	CCOC(=O)C1=C(C)NC(=O)C(C(N)=O)C12CCCC2 (stereo not drawn)	2	-0.7	-9	-6	0	44	-6	-1	1.5	2
61	CCOC(=O)c1cc2oc(C(c3nnnn3C3CCCCC3)N3CCOCC3)cc2[nH]1 (stereo not drawn)	-4	-2.6	2	-1	-9	-2	-10	6	-1.6	-2
62	CS(=O)(=O)c1ccc(Cl)c(NC(=O)CN2CCN(C(=O)c3cccs3)CC2)c1	2	-0.7	7	-3	3	-14	4	nt	-0.8	-2
